# Assay outcomes: PubChem, several laboratories
# RPL19A TOR yeast = RPL19A-GFP expression modulators in yeast, primary screen, cell-based, S. cerevisiae, multiplex flow cytometry, MLPCN. AID 2025, 2009. S. cerevisiae RPL19A-GFP strain, 3 h; active compounds read low. hit rate 0.3% among 330,000. percent response vs DMSO, % at 10 µM;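 active = percent response vs DMSO below 50%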;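 note: median channel GFP fluorescence of the barcoded RPL19A-GFP strain; ratio of sample median GFP to plate DMSO average so 100% = DMSO; lower means less RPL19A-GFP as with rapamycin TOR inhibition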
# AHR act = AHR activators, primary screen, cell-based, luminescence, luciferase reporter, human | Aryl hydrocarbon receptor (Homo sapiens), P35869 | AHR-responsive luciferase reporter cells | activation, % at 5 µM | hit rate 2.5% among 320,000 | AID 2796, 2010; in the data active = activation above about 47%;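 note: 0% = vehicle wells and 100% = reference agonist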
# JMJD2C inh = inhibitors of GASC-1 histone demethylase, primary screen, biochemical, fluorescence, DELFIA europium; Lysine-specific demethylase 4C (Homo sapiens), Q9H3R0; GST-JMJD2C(1-420) H3K9me3 demethylation; inhibition, % at 2.35 µM; hit rate 0.069% among 330,000; AID 2099, 2009;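 active = more than half of a compound's replicate wells show inhibition beyond 50%, single wells judged on their own value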;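 note: signal counts dimethyl H3K9 product captured on neutravidin plate; 0% = median of DMSO wells and 100% = 0.3 times that DMSO median; strong numbers were not always called active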
# Target sequence (Q9H3R0 1-420 limits assumed): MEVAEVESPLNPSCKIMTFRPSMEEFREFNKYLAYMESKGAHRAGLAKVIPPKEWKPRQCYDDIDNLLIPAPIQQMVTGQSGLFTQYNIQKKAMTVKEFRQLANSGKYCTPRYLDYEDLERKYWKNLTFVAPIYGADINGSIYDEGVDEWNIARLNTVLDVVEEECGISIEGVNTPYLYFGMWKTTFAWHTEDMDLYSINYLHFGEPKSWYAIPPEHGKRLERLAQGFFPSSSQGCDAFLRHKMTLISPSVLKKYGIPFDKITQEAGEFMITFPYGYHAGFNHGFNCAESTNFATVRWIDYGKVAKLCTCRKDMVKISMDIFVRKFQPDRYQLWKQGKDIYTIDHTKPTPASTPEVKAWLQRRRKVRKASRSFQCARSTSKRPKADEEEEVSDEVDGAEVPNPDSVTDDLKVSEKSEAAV
# CR mimetic SO = reduction of superoxide in aged yeast, primary screen, HTS; S. cerevisiae aged cells, superoxide DHE fluorescence; active compounds read low; superoxide response (% of plate mean), % at 10 µM; hit rate 0.18% among 330,000; AID 2690, 2010;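 active = superoxide response under a set limit, about three screen SD below normal, cut at about 65% in these data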;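 note: yeast aged for seven days with compound at 30 °C before DHE staining; 100% = average MFI of all compound-treated wells on the plate with controls excluded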
# LAP4 TOR yeast = modulators of LAP4-GFP expression in yeast, primary screen, S. cerevisiae, multiplex flow cytometry, MLPCN library. 3 h; median GFP as percent of DMSO wells. GFP response vs DMSO, % at 10 µM. hit rate 0.34% among 320,000;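 active = GFP response vs DMSO above a set limit, about the screen mean plus 3 SD, cut at about 150% in these data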
# proCasp3 act = activators of human procaspase-3 D3A mutant, primary screen, biochemical, absorbance, PC-3 D3A mutant, single concentration | Caspase-3 (Homo sapiens), P42574 | recombinant procaspase-3 D3A, Ac-DEVD-pNA absorbance 405 nm | activation, % at 8.5 µM | hit rate 0.11% among 330,000;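 active = activation above the mean of all tested compounds plus 3 SD, cut at about 21% in these data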;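 note: 0% = DMSO alone and 100% = DMSO wells spiked with extra 5 µM PC-3 D3A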
# Target sequence (P42574 whole entry D9A/D28A/D175A): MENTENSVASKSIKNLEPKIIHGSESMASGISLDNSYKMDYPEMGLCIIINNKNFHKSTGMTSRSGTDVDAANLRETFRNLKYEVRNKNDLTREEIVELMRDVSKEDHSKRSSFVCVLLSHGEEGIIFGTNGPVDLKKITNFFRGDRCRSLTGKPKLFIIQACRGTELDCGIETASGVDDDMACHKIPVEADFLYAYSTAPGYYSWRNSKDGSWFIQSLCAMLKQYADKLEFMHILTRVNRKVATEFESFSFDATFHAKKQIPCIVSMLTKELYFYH
#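 Assay system: Autoprocessing-dead procaspase-3 D3A mutant enzyme; also added: Ac-DEVD-pNA; doses: one concentration, 8.5 µM nominal, 0.8% DMSO; times: 1 h compound preincubation, 2 h substrate hydrolysis at 25 °C; technique: 405 nm absorbance of p-nitroaniline, reads at 0 and 120 min; measure: % activation between DMSO and enzyme-spiked controls; repeats: single replicate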
# proCasp7 act = procaspase-7 activators, primary screen, counter-screen for procaspase-3 activator project, biochemical, absorbance, HTS, human | recombinant procaspase-7, Ac-DEVD-pNA absorbance 405 nm; D23A/D198A/D206A triple mutant, cannot self-cleave; scale: DMSO 0, 5 µM enzyme 100 | activation, % at 8.5 µM | hit rate 0.093% among 330,000 | AID 463210, 2010;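 active = percent activation above the screen-wide mean plus 3 SD, cut at about 25% in these data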
# Target sequence (P55210 whole entry D23A/D198A/D206A): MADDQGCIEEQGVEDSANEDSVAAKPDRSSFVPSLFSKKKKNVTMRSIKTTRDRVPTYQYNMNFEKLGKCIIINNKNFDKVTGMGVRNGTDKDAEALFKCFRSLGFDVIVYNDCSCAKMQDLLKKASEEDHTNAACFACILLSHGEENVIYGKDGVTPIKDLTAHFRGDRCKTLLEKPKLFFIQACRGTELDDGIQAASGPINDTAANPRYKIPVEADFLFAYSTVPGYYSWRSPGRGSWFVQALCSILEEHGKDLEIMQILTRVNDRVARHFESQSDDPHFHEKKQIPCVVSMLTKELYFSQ
#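 Detection: p-Nitroaniline absorbance at 405 nm, read at 0 and 120 min; system: Uncleavable procaspase-7 mutant enzyme; evaluation: % activation from two-timepoint absorbance difference, scaled to controls; times: 1 h enzyme–compound preincubation and 2 h substrate reaction, both 25 °C; buffer or medium: Zinc-free HEPES pH 7.4 with 300 mM NaCl, 0.01% Triton X-100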
# MEP2 TOR yeast = modulators of MEP2-GFP levels in yeast, primary screen, S. cerevisiae, multiplex flow cytometry, MLPCN library; S. cerevisiae MEP2-GFP strain, 3 h; 100% = DMSO control level; GFP response vs DMSO, % at 10 µM; hit rate 0.51% among 330,000; AID 2016, 2009;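 active = GFP response versus DMSO above a set limit, roughly screen mean plus 3 SD, cut at about 180% in these data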;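 note: median GFP fluorescence of the barcode-gated MEP2-GFP cells per well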
# An asterisk follows results filed as active; · = no result given.
# A first look, 4 compounds:
canonical_smiles	RPL19A TOR yeast	AHR act	JMJD2C inh	CR mimetic SO	LAP4 TOR yeast	proCasp3 act	proCasp7 act	MEP2 TOR yeast
COC(=O)CC1SC(=O)NC1=Nc1cccc(C)c1 (stereo not drawn)	96	-2	-3	93	97	-9	-6	100
Cc1oc2c(c1C(=O)N1CCC(C)CC1)C(=O)c1ccccc1C2=O	104	8	-4	133	101	6	-3	101
OCCN(CC(O)COc1ccccc1)CC(O)Cn1ccc2ccccc21 (stereo not drawn)	106	15	-18	100	94	-3	5	105
Cc1cc2nc(CCN(Cc3cccnc3)C(=S)Nc3ccc(F)cc3)[nH]c2cc1C	98	8	-17	92	109	-2	-23	104

# Main list, from the first entry:
canonical_smiles	RPL19A TOR yeast	AHR act	JMJD2C inh	CR mimetic SO	LAP4 TOR yeast	proCasp3 act	proCasp7 act	MEP2 TOR yeast
COC(=O)CC1SC(=O)NC1=Nc1cccc(C)c1 (stereo not drawn)	96	-2	-3	93	97	-9	-6	100
Cc1oc2c(c1C(=O)N1CCC(C)CC1)C(=O)c1ccccc1C2=O	104	8	-4	133	101	6	-3	101
OCCN(CC(O)COc1ccccc1)CC(O)Cn1ccc2ccccc21 (stereo not drawn)	106	15	-18	100	94	-3	5	105
Cc1cc2nc(CCN(Cc3cccnc3)C(=S)Nc3ccc(F)cc3)[nH]c2cc1C	98	8	-17	92	109	-2	-23	104
CCCC(=O)Nc1ccc(C(=O)NNC(=O)c2cccs2)cc1	104	0	2	102	105	4	4	113
O=C(Cc1ccccc1)NC1(O)C(=O)c2ccccc2C1=O	99	2	31	95	108	1	7	99
COc1cc(C(=O)Nc2ccc(O)cc2)ccc1OC(C)=O	100	2	26	95	100	3	4	104
FC(F)C(F)(F)C1=CC(c2ccccc2)=NCCN1	99	6	-7	81	97	4	2	106
COc1cc(C(=O)NCC2CCCN2S(=O)(=O)c2cccs2)cc(OC)c1OC (stereo not drawn)	93	6	34	92	92	-3	1	93
Cc1c(C(=O)N(C)CC(=O)Nc2cccc(F)c2)oc2c(Cl)cccc12	100	11	2	108	116	6	6	103
CC(=O)NCCNC(=O)c1ccc(Cn2c(=O)[nH]c3ccsc3c2=O)cc1	104	·	-4	99	96	·	·	108
Cc1cc(Br)ccc1NC(=O)C1CCN(S(=O)(=O)c2cnc[nH]2)CC1	97	0	-7	103	94	-1	-5	94
N#CC(C#N)=C1NC2(CCCC2)Cc2ccccc21	102	0	-1	124	96	6	3	105
CCOC(=O)C1=C(C)N=C2SCCC(=O)N2C1c1cccs1 (stereo not drawn)	99	-2	9	99	97	-2	4	96
O=C(NCCCn1ccnc1)c1nc(Cn2ccc([N+](=O)[O-])n2)no1	106	6	2	112	100	-2	4	109
CCOC(=O)/C(C#N)=C/C1=C(N2CCOCC2)CC(C)(C)OC1	96	-3	0	102	100	-7	12	102
Oc1c(Cl)cc(Cl)cc1/C=C/c1ccc2cccc(O)c2n1	89	51*	46	87	96	1	7	95
COc1ccc(C(=O)COC(=O)Cn2nnc3ccccc32)cc1Br	106	-2	3	100	103	-5	5	98
Cc1ccc(-c2ccc(SCC(=O)NCC3CCCO3)nn2)cc1 (stereo not drawn)	97	3	-2	86	96	-1	6	96
CCOC(=O)C1=C(CSc2nc(-c3ccccc3)ccc2C#N)OC(N)=C(C#N)C1c1ccc(OC)cc1 (stereo not drawn)	92	24	9	97	93	-18	-17	92
COc1ccc(C(=O)NC(=S)NNC(=O)c2ccc(C)cc2)cc1	101	7	-3	193	125	3	-3	101
Cn1c(=O)n(C)c2cc(NC(=O)COc3ccc(F)cc3)ccc21	101	-2	-12	88	94	6	-1	106
O=C(/C(=C(\[O-])c1ccccc1)[n+]1ccc2ccccc2c1)c1ccccc1	93	37	6	95	99	-7	-5	90
CC(=O)OCc1nc2ccccc2s1	99	16	6	104	104	-4	-4	104
COC(=O)CN(C)C(=O)c1ccc(OC)c(OC2CCN(C(C)C)CC2)c1	103	3	-5	93	88	-1	-12	105
CCn1cc(C(=O)N2CCN(c3ccc(OC)cc3)CC2)c2cc(OC)c(OC)cc2c1=O	97	16	3	106	111	9	9	92
CCCS(=O)(=O)N1CCC(C(=O)NC2CCCCC2C)CC1 (stereo not drawn)	102	3	-14	95	97	3	3	97
COc1ccc(-c2[nH]ncc2CNC(C)CCn2cccn2)c(F)c1 (stereo not drawn)	97	1	-4	105	107	9	-1	93
COc1ccc(/C=N/NC(=O)CNC(=O)/C=C/c2ccco2)cc1OC	107	2	2	101	84	-1	8	103
CCCN1CCN(C(=O)c2ccc(Sc3ccc(C)cc3)c(NC(C)=O)c2)CC1	99	2	-1	100	99	8	-11	99
O=C(N/N=C/C(Br)=C/c1ccccc1)C1CC1	101	32	-2	114	110	-3	-1	107
COc1ccc2c(c1)c(=O)oc1c(C)c(OC(C)C(=O)NCC3CCC(C(=O)O)CC3)ccc12 (stereo not drawn)	94	0	64	100	98	1	-3	102
O=C(c1ccccc1-c1nc(-c2ccccc2Cl)no1)N1CCOCC1	97	3	-2	99	105	8	10	98
CC(C)CCN(CC(=O)NCc1ccc(F)cc1)S(=O)(=O)c1ccccc1F	101	0	14	108	96	6	-7	103
COc1ccc(CC(=O)NNC(=O)CCc2ccccc2)cc1	107	7	2	103	93	2	12	104
COc1ccc(-n2c(CCc3ccccc3)nnc2SCC(=O)c2ccc(Cl)cc2)cc1	101	1	-2	101	89	0	9	109
CC(=O)N1CCCc2cc(S(=O)(=O)N3CCCC(C)C3)ccc21 (stereo not drawn)	96	1	-1	120	105	-2	-2	96
CCOC(=O)c1c(NC(=O)c2cccs2)sc(C(=O)N(C)C)c1C	94	10	7	79	96	-2	-12	93
CCOC(=O)/C(=N\Nc1ccccc1Cl)N1CCN(C)CC1	105	3	-7	76	90	-7	-11	102
Cc1ccc(/C(O)=C2\C(=O)C(=O)N(C)C2c2cccc([N+](=O)[O-])c2)cc1 (stereo not drawn)	104	0	28	112	100	4	-3	106
CCOC(=O)c1ccc(NC(=O)CSc2ccc(-c3ccccn3)nn2)cc1	99	10	26	114	111	0	-8	99
O=C(CN1C(=O)NC2(CCc3ccccc32)C1=O)NCc1ccc(Cl)cc1 (stereo not drawn)	90	5	·	104	89	4	-9	91
O=C(O)c1ccc(NC(=S)NC2CCCCC2)cc1	109	1	-6	98	106	-8	5	112
COc1cccc(NC(=O)C2CCC(CNS(=O)(=O)c3ccc4c(c3)CC(C)N4C(C)=O)CC2)c1 (stereo not drawn)	100	1	-2	119	90	4	9	106
CC(=O)Nc1ccc(S(=O)(=O)NC2=C(N3CCN(C)CC3)C(=O)c3ccccc3C2=O)cc1	99	2	0	216	96	-2	-7	102
CN(Cc1cccs1)C(=O)c1ccc(S(=O)(=O)N2CCCCC2)cc1	112	3	-10	95	103	-7	7	107
CCOC(=O)C1(CCc2ccccc2)CCN(Cc2ccc(OC)cc2)CC1	100	8	-13	71	86	0	-3	102
Cc1cc(C)cc(NC(=S)N2CCN(S(=O)(=O)c3ccccc3)CC2)c1	101	·	23	86	68	·	·	97
CCN(CC(=O)Nc1ccccc1C(F)(F)F)CC(=O)NC1CC1	100	0	2	108	92	-6	-2	88
COCCCNc1nc(CC(C)C)nc2c1nnn2Cc1ccccc1	106	3	-6	92	93	4	-5	108
S=C(NCCc1ccccc1)NCc1cccc(Cl)c1	99	6	-3	109	93	9	-9	100
N#CCCn1cc(C(=O)Nc2ccc(C(=O)O)cc2)c(-c2cccs2)n1	103	-3	-12	90	92	0	2	103
COc1cccc(CNCCN2CCOCC2)c1OC	99	2	-5	105	96	3	6	102
COc1ccc(OC)c(CCNC(=O)CCc2nnc3ccc(N4CCCC4)nn23)c1	99	8	5	98	93	2	13	99
CCOc1ccc(C2C(C(C)=O)=C(O)C(=O)N2CCc2c[nH]c3ccccc23)cc1 (stereo not drawn)	99	4	-2	102	85	5	5	96
COc1ccc(-c2noc(COC(=O)c3ccco3)n2)cc1OC	91	-1	0	113	93	4	7	93
Cc1ccccc1CC(=O)Nc1ccc(S(=O)(=O)N2CCOCC2)cc1	97	-4	-5	124	102	2	8	97
CC[C@@H](C)[C@@H](C(=O)N1CCN(C(=O)OC(C)(C)C)CC1)n1cc(CCCN=C(NC(=O)OC(C)(C)C)NC(=O)OC(C)(C)C)nn1	·	3	-18	·	·	5	4	·
COCCCNC(=O)Cn1cnc2c(OCc3ccccc3)ncnc21	87	0	1	85	84	4	6	87
COCCCNC(=O)C1CCN(S(=O)(=O)c2ccc3nc4c(c(C(=O)O)c3c2)CCCCC4)CC1	96	2	-24	101	95	7	7	99

# More results follow:
canonical_smiles	RPL19A TOR yeast	AHR act	JMJD2C inh	CR mimetic SO	LAP4 TOR yeast	proCasp3 act	proCasp7 act	MEP2 TOR yeast
CS(=O)(=O)CCC(C(=O)OCc1ccc(Br)cc1)N1C(=O)c2ccccc2C1=O (stereo not drawn)	102	3	-2	109	93	8	7	100
Nc1nc(CN2CCN(c3cccc(Cl)c3)CC2)nc(N2CCCc3ccccc32)n1	97	-3	-7	95	100	-15	-9	94
COC(=O)C1=C(C)NC(=O)/C1=C\N(C)C	98	-1	67	102	104	-2	-7	106
CCCC(=O)Nc1c2c(nn1-c1ccc(C)cc1C)CSC2	99	1	-37	96	102	-1	-2	101
CCSc1nc2c(c(=O)[nH]1)C(C(C)C)C(C#N)=C(N)O2 (stereo not drawn)	98	6	2	94	99	5	2	103
Cc1ccc(C(=O)OCC(=O)NCc2ccc3c(c2)OCO3)cc1S(=O)(=O)N1CCOCC1	95	2	12	108	92	-4	15	93
COc1ccccc1NS(=O)(=O)c1ccc(NC(=O)CCNC(=O)c2ccco2)cc1	100	2	1	99	102	-3	1	100
Cc1ccc(C)c(SCC(=O)c2ccc[nH]2)c1	111	16	12	99	105	11	5	118
CCOc1ccc(OCC)c(NS(=O)(=O)c2cccc3nsnc23)c1	94	31	2	102	97	2	1	90
Cc1cc(C)n(CC(O)COc2ccccc2Br)n1 (stereo not drawn)	91	31	-7	100	84	-5	-5	101
Cc1cccc(-n2nnnc2SCC(=O)c2cc(C)n(Cc3ccco3)c2C)c1	97	9	30	100	99	0	-6	114
CCOC(=O)[C@@H]1[C@H]2COc3ccc(Br)cc3[C@H]2N2C(=O)N(c3ccc(F)cc3)C(=O)[C@]12C	94	-2	1	101	98	0	-10	92
Cc1ccsc1/C=N/NC(=O)CNC(=O)c1ccc(S(=O)(=O)N(C)C)cc1	91	0	1	70	94	0	1	97
